From PubChem BioAssay
MT stabilizer = stabilizes microtubules in HeLa cells | HeLa tubulin immunostaining HCS, 24 h; share of cells brighter than vehicle mean+2SD | % tubulin-high responders, % at 10 µM | 200,000 compounds, 0.83% hits | AID 2205;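 active means plate Z-score above 3 for both tubulin-high and condensed-nucleus cell shares, with cell loss under 80%, at 10 µM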;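 further: anti alpha tubulin signal scored within the nucleus-defined area of each cell; some results filed as inactive read as strong as hits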
P. falciparum M17LAP = P. falciparum M17LAP inhibitors, primary screen, biochemical, fluorogenic H-Leu-NHMec substrate, 1536-well (AID 1619) | 220,000 compounds, 0.38% hits | recombinant M17LAP, H-Leu-NHMec fluorogenic kinetic assay; higher % means a stronger effect | inhibition, % at 30 µM, or IC50 in µM where a hit was titrated;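 active means compound inhibiting the enzyme by more than half at any dose during confirmatory dose-response retesting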;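 further: plate controls were full reaction with DMSO carrier for no effect and no enzyme background for full effect; strong numbers were not always called active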
Dynein transport = dynein cargo transport inhibition | 220,000 compounds, 0.47% hits | 3617.4 mouse cells, GR-EGFP nuclear translocation imaging; test concentration mostly 20 µM; stimulated with dexamethasone, 1 µM; active compounds read low | z-score, hits read low | AID 1381;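 active means plate z-score of nuclear minus cytoplasmic receptor signal below a set negative limit, without overly bright fluorescence or cell loss, cut at about -3.5 in these data, passing the limit was not always enough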;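 further: z-score of nuclear minus cytoplasmic ring GR-EGFP intensity difference per well; some compounds called inactive have numbers as strong as hits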
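Schedule: 48 h induction, then 1 h compound, then 30 min agonist, 37 °C. Buffer or medium: tetracycline-free induction medium containing charcoal-stripped FBS. Reagent: 1.0 µM final dexamethasone stimulus. Evaluation: nuclear versus cytoplasmic GR-EGFP signal, averaged per well. Signal: high-content fluorescence imaging after fixation.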
Ins promoter up = MIN6 insulin promoter up-regulation; MIN6 insulin promoter-GFP reporter, high-content imaging; active compounds read high; z-score at 5 µM; 190,000 compounds, 0.3% hits; AID 1625;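 active means z-score above 3 at 5 µM with at least 500 cells counted in the well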
NOD1 NF-kB reporter = NOD1 signaling inhibitors, primary screen, cell-based, luminescence, uHTS (AID 1578); one-dose inhibition, % at 4 µM; EC50 in µM for titrated hits; 290,000 compounds, 1% hits; NOD1-driven NF-kB luciferase reporter cells, luminescence; higher % means a stronger effect; in the data active means inhibition mostly above about 36%, no sharp cut-off; inactive means mostly below about 34%;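 further: HEK-293T reporter cells stimulated with the NOD1 agonist gamma-tri-DAP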
HEK293 NOD2/NF-kB = inhibition of NOD2-driven NF-kB reporter – cell-based, luminescence, uHTS, HEK293 (AID 1566). HEK293 NOD2/NF-kB luciferase reporter, luminescence; higher % means a stronger effect. one-dose inhibition, % at 4 µM; EC50 in µM for titrated hits. 290,000 compounds, 0.63% hits; in the data active means inhibition above about 50%; further: many of its hits are not listed in these tables
b-catenin transl = beta-catenin nuclear translocation modulation; HeLa beta-catenin nuclear translocation, immunofluorescence imaging; nuclear translocation activity, % at 5 µM; 190,000 compounds, 0.3% hits; AID 1665;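 active means nuclear translocation activity above 50% at 5 µM, with a well cell count of 50 or more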;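 further: per-cell ratio of nuclear to cytoplasmic median beta-catenin stain intensity; plate controls were DMSO negative control for no effect and GSK-3 inhibitor IX positive control for full effect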
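Test system: human HeLa cell line; Doses: 5 µM primary, 0.02–20 µM confirmation; Incubation: 24 h compound exposure, 37°C; Detection: beta-catenin immunofluorescence imaging with DAPI; Read-out: beta-catenin nuclear/cytoplasmic ratio, % activation.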
Autophagy HCS = autophagy modulation, high-content screen. 190,000 compounds, 0.98% hits. calls only at 10 µM (by protocol). MEF GFP-LC3 puncta imaging; test concentration mostly 10 µM;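 active means percentage of spot-positive cells more than 3 SD above its plate mean, without a fluorescence outlier flag or 80% toxicity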;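 further: spot-positive cell cutoff set from DMSO-treated cells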
Yfh1-off respiration = enhancers of respiration in Yfh1-depleted yeast, dose response, Friedreich's ataxia, plus single-dose screen (AID 1465); S. cerevisiae Yfh1-off respiration, WST-1 reduction, 72 h; higher fold induction means a stronger effect; fold induction at 50 µM; hits with a dose series show EC50 in µM; 220,000 compounds, 0.074% hits;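 active means fold induction of absorbance versus untreated yeast above a set limit, then at least 30% activation at any dose in follow-up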;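 further: activators that raise dye reduction in frataxin-depleted yeast; strong numbers were not always called active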
Dynein transport cytoplasmic EGFP = also measured in Dynein transport; calls as there; z-score; measured here: cytoplasmic GR-EGFP intensity; active compounds read high
Dynein transport nuclear GR-EGFP = second read-out of Dynein transport, no call of its own (marks repeat the call); z-score; measured here: nuclear GR-EGFP intensity;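 lower value marks the stronger effect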
Dynein transport cell count = further read-out of Dynein transport, marked with its call; z-score; measured here: cell count per field
Ins promoter up cell count = recorded beside Ins promoter up, whose call it bears; cell count; measured here: cytotoxicity, nuclei count;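 total cells summed across four imaged fields per well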
b-catenin transl cell count 5 µM = second read-out of b-catenin transl, no call of its own (marks repeat the call); cell count; measured here: cell count, cytotoxicity flag
MT stabilizer Hoechst-high % = second read-out of MT stabilizer, no call of its own (marks repeat the call); % Hoechst-high responders; measured here: nuclear condensation Hoechst responders;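 share of cells brighter than vehicle mean plus two SD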
MT stabilizer cytotoxicity % = also measured in MT stabilizer; calls as there; toxicity, %; measured here: cytotoxicity by cell density;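 0% = mean cell density of plate MIN control wells and 100% = no cells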
Autophagy HCS cell loss 18 h = also measured in Autophagy HCS; calls as there; toxicity, %; measured here: cell loss, nuclei count;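 cell loss after 18 h compound exposure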
An asterisk follows results filed as active; i = inactive; nt = not tested or not shown; + = active, no number. Some of the compounds tested; the hit share may differ from the screen's.

Each structure is followed by: Ins promoter up	Autophagy HCS cell loss 18 h	Dynein transport cell count	b-catenin transl	MT stabilizer cytotoxicity %	MT stabilizer	Dynein transport nuclear GR-EGFP	MT stabilizer Hoechst-high %	P. falciparum M17LAP	NOD1 NF-kB reporter	Ins promoter up cell count	Dynein transport	Yfh1-off respiration	Autophagy HCS	b-catenin transl cell count 5 µM	Dynein transport cytoplasmic EGFP	HEK293 NOD2/NF-kB
Cc1ccc(S(=O)(=O)N/N=C\c2cc3c(cc2Br)OCO3)cc1
 : -0.07	-0.7	0.116	-1.2	5.5	1.1	0.15	2.1	2.6%	-8.4%	1347	0.249	i	i	558	-0.159	6.4%
O=C(O)c1cc(N2C(=O)C3C4C=CC(C4)C3C2=O)ccc1N1CCOCC1 (stereo not given)
 : -0.11	-22.7	-0.899	-0.1	nt	nt	0.927	nt	0.2%	-24.8%	1421	1.14	i	i	1015	-0.0946	4.3%
COc1ccc(S(=O)(=O)Nc2cc(C)ccc2OC)cc1C
 : 1.29	7.5	-1.66	nt	3.7	5.1	0.775	1.8	2.0%	nt	1526	1.49	i	i	nt	0.696	14.5%
C=CCC(NCc1ccccc1)c1ccc(C)o1 (stereo not given)
 : nt	-5.9	0.378	nt	1.9	3.6	0.0239	1.6	5.1%	nt	nt	0.00691	i	i	nt	-0.253	nt
CCOC(=O)c1sc2nc(CC(=O)OC)nc(N(C)CCc3ccccn3)c2c1C
 : nt	-34.5	-0.724	5.1	13.3	3.1	0.783	1.4	4.7%	1.2%	nt	1.61	i	i	430	0.123	26.9%
Cc1cc2ccccc2n1CCNC(=O)Cc1cccc2ccccc12
 : 1.94	5.5	0.756	3.1	5.1	5.1	-0.345	3.6	7.6%	26.9%	1903	-0.928	i	i	1035	-0.191	-9.9%
CC(=O)c1c(C)[nH]c(C(=O)OCn2nnc3ccccc3c2=O)c1C
 : 0.02	10.7	0.0873	1.1	9.6	2.7	-0.22	1.2	-1.9%	13.3%	1337	-0.958	i	i	1148	-0.126	14.8%
CN(C)c1ccc2c(c1)Sc1cc(N(C)C)ccc1N2C(=O)c1ccccc1
 : -0.2	nt	-0.167	-1.0	nt	nt	0.0342	nt	1.7%	-9.2%	1374	0.0941	i	nt	1164	-0.216	16.0%
CN1CCN(C(=O)Cn2c(=O)oc3cc(S(=O)(=O)NCc4ccccc4)ccc32)CC1
 : 1.6	1.4	0.533	nt	5.0	5.4	-0.285	2.8	-1.9%	2.9%	696	-0.823	i	i	nt	0.198	5.5%
C/C=C(\C)CN1CCN(c2cc(C)ccc2C)CC1
 : nt	7.3	0.166	-3.4	6.0	3.7	0.126	2.0	17.7%	-9.5%	nt	1.15	i	i	929	-0.285	4.7%
COc1ccc(C(=O)n2ncc(C#N)c2N)cc1
 : 0.69	2.5	0.826	2.4	12.1	3.0	-0.112	3.9	3.1%	-13.0%	1347	-0.32	i	i	985	-0.24	6.3%
CC(NC(=O)CCc1nnc(-c2ccc(-c3ccccc3)cc2)o1)c1nc2ccccc2[nH]1 (stereo not given)
 : -1.16	6.4	1.09	-1.0	7.9	3.1	-0.563	0.8	15.8%	-17.1%	1464	-1.09	i	i	1027	0.0193	-32.2%
O=C(NCCC1=CCCCC1)c1ccc(Cl)c([N+](=O)[O-])c1
 : 0.13	5.0	-0.109	-0.3	2.5	1.9	0.369	1.9	5.5%	-19.2%	1270	0.397	i	i	496	-0.213	-42.1%
CC1CC(C)CN(S(=O)(=O)c2cccc3cccnc23)C1 (stereo not given)
 : -0.24	14.7	0.202	-0.6	7.6	2.4	-0.0152	2.9	0.8%	21.1%	893	-0.161	i	i	1130	-0.225	-0.7%
Cc1cc(OCCCC(=O)NCCN2C(=O)S/C(=C\c3cccnc3)C2=O)ccc1Cl
 : -0.16	-11.2	0.0439	-6.5	5.6	2.3	0.195	3.5	-3.7%	7.4%	1169	-0.109	i	i	579	-0.0988	3.4%
CCOC(=O)c1ccc(NS(=O)(=O)c2ccc3[nH]c(=O)[nH]c3c2)cc1
 : 0.65	-5.0	0.854	0.5	1.0	3.8	-0.334	3.1	-10.2%	-12.9%	1793	-0.493	i	i	1063	-0.183	5.9%
O=C(CN1C(=O)CCS(=O)(=O)c2ccccc21)Nc1cccc(F)c1
 : -0.76	-5.5	0.657	3.8	12.8	1.4	0.14	1.3	10.2%	-24.6%	1265	0.425	i	i	1159	-0.246	-6.4%
COC(=O)c1ccc(C2/C(=C(\O)c3cccc(OC)c3)C(=O)C(=O)N2CCCN(C)C)cc1 (stereo not given)
 : nt	-35.7	0.291	-0.1	12.3	1.9	0.515	1.9	24.1%	-16.3%	nt	-0.668	i	i	962	0.233	0.9%
CCO[C@@H]1OC(C(=O)NCc2ccccc2)=C[C@H](c2ccc(C(F)(F)F)cc2)[C@H]1CCCO
 : -0.52	-8.7	-1.44	-2.1	8.5	2.8	1.34	0.9	4.4%	4.2%	1179	1.6	i	i	1083	-0.263	5.2%
COc1cc(C(=O)NC(CCSC)C(=O)OCC(=O)C(C)(C)C)cc(OC)c1OC (stereo not given)
 : nt	8.3	-0.196	-1.3	6.1	2.7	0.147	2.5	10.0%	-28.3%	nt	-0.0245	i	i	1012	-0.299	17.3%
CCc1ccc(NC(=O)CSc2nc3ccccc3c(=O)n2CCCN2CCC(C)CC2)cc1
 : -1.09	31.5	-2.52	-0.5	11.9	1.7	-0.167	2.6	6.3%	-10.3%	988	-0.59	i	i	1016	0.767	6.5%
c1ccc(CN2CCN(CCN3CCn4c3nc3ccccc34)CC2)cc1
 : -0.09	-9.8	-0.513	-4.4	8.6	2.3	1.6	1.5	-9.5%	-13.5%	1147	1.29	i	i	1013	-0.135	-4.1%
O=[N+]([O-])c1cc(Oc2cccnc2)cc([N+](=O)[O-])c1
 : 0.42	-8.1*	-1.06	nt	16.9	1.6	0.493	3.7	4.8%	34.0%	1090	1.65	i	+	nt	-0.163	1.0%
CCCCn1c(CCC(=O)O)ccc1-c1cccs1
 : 0.17	nt	-0.935	-0.6	4.6	8.7	0.647	2.2	15.9%	-5.2%	1942	0.482	i	nt	1176	-0.0798	2.4%
Cc1ccccc1CSc1nnc([C@@H]2CCCN2)o1
 : -0.38	nt	0.0931	-0.1	nt	nt	0.0273	nt	0.6%	-3.3%	1031	0.836	i	nt	1251	-0.293	12.2%
O=C1NC2(CCCCC2)C(=O)N1c1ccccc1
 : 0.38	39.5	0.649	-7.6	2.4	1.7	0.0106	1.3	-6.5%	-24.4%	846	-0.468	i	i	1250	-0.381	7.0%
CN(c1ccccc1)S(=O)(=O)c1ccc(C(=O)N2CCc3ccccc3C2)cc1
 : 0	-8.4	-0.395	-0.7	8.8	3.2	0.129	3.3	-0.3%	-16.4%	1147	0.374	i	i	976	-0.334	-10.5%
O=C(Nc1ccc2ccccc2n1)Nc1cccs1
 : -0.19	nt	-0.607	0.4	nt	nt	0.977	nt	0.7%	-3.3%	1154	0.0528	i	nt	1220	-0.23	-13.6%
CCc1ccc(NC(=O)/C(C#N)=C/c2cc3ccc(C)cc3nc2N2CCOCC2)cc1
 : 0.55	36.7*	0.291	nt	7.5	3.3	-0.338	1.5	-7.7%	-13.9%	1464	-0.362	i	+	nt	0.786	-7.5%
O=C(CSc1nnc(NCc2ccccc2)s1)NC1CCS(=O)(=O)C1 (stereo not given)
 : -0.13	nt	-0.338	-0.4	nt	nt	0.692	nt	-6.6%	-8.4%	1085	0.473	i	nt	1300	-0.207	7.1%
Cc1ccc(SC(C)C(=O)Nc2ncn[nH]2)cc1 (stereo not given)
 : nt	8.7	-1.96	nt	9.8	3.9	0.684	1.8	41.7%	-0.4%	nt	1.83	i	i	nt	0.156	17.1%
CCCn1c(SCC(=O)N2CCN(c3ccc(OC)cc3)CC2)nc2c1c(=O)n(C)c(=O)n2C
 : -1.81	9.3	-0.674	-1.2	5.7	4.2	0.831	2.2	7.4%	-5.1%	1063	0.264	i	i	838	0.561	9.6%
CSCCC(NC(=O)C1CCC(C)CC1)C(=O)NCCN1CCOCC1 (stereo not given)
 : 0.42	-46.4	0.267	2.4	3.4	4.7	0.169	1.1	4.3%	-14.6%	1321	-0.0231	i	i	1364	-0.254	-0.8%
